Screens from PubChem BioAssay.
All columns: NCI-60 one-dose screen, growth in % after 48 h at 10 µM unless noted; 100 = growth as untreated, 0 = no growth, -100 = all killed.
ACHN: ACHN renal cancer. 81,000 compounds, 4.9% hits. AID 1794771
786-0: 786-0 renal cancer cells; 81,000 compounds, 5.1% hits; AID 1794775
TK-10: TK-10 renal cancer cells; AID 1794769; 81,000 compounds, 3.9% hits
IGROV1: IGROV1 ovarian cancer; 79,000 compounds, 4.7% hits
SN12C: SN12C renal cancer cells; 81,000 compounds, 3.8% hits; AID 1794767
SK-OV-3: SK-OV-3 ovarian cancer cells. AID 1794785. 80,000 compounds, 3.2% hits
UO-31: UO-31 renal cancer. 81,000 compounds, 5.2% hits. AID 1794768
RXF 393: RXF 393 renal cancer cells; 77,000 compounds, 6.9% hits
The depositor's hits bear a star; x = not tested or not shown; & = joins results of further samples. Rule for the calls: active = growth percent below 10; inactive = the rest.

SMILES	ACHN	786-0	TK-10	IGROV1	SN12C	SK-OV-3	UO-31	RXF 393
COc1cc(C)cc(C(O)Cc2cccc(-c3ccc(N)nc3)n2)c1 (centres undefined)	109	96	102	119	104	112	83	98
Oc1ccc(N=Nc2nccs2)c(O)c1	30	37	60	43	74	78	39	90
CCCCCc1ccc(S(=O)(=O)Nc2ccc3nc(NC(C)=O)oc3c2)cc1	82	94	90	84	80	92	70	85
CCOC(=O)Cn1c(-c2ccc(C)o2)nc2cc3nc4ccccc4nc3cc21	105	102	105	101	107	100	97	115
Cc1ccc(NC(=O)N=c2oc3c(C)cccc3cc2-c2cc3ccccc3[nH]2)cc1	99	95	167	66	96	88	70	115
Cc1[nH][nH]c(=O)c1N=Nc1ccc(S(=O)(=O)N=C(N)N)cc1	86	89	79	111	96	131	96	98
Cc1ccc(-c2ccn(C3=C(c4cccs4)NC(=S)NC3C)c(=O)n2)o1 (centres undefined)	105	84	x	102	102	78	89	122
O=S(=O)(NCCNc1nccc(-c2c(-c3ccc(F)c(O)c3)nc3sccn23)n1)c1ccc(Cl)cc1	20	38	45	30	26	39	12	25
C[n+]1cccc(C(=O)NN)c1	104	x	93	112	108	92	100	97
CCCC(O)CNCc1ccnc2ccc(OC)cc12 (centres undefined)	111	99	113	119	122	106	93	89
Clc1ccc(Cl)c(Nc2nc3ccccc3s2)c1	101	111	108	76	98	123	77	114
CN1CCN(c2ccc(NC(=O)c3cncnc3Nc3ccc4c(ccn4Cc4cccc(F)c4)c3)cc2)CC1	59	-38*	101	77	71	97	46	31
COc1ccc(-c2nn(-c3cccc(Cl)c3)cc2-c2cc(-c3cccs3)nc(N)n2)cc1	99	101	111	100	102	101	69	98
O=c1c2c3c(sc2n2c(-c4cn(-c5ccccc5)nc4-c4ccc(Cl)cc4)nnc2n1Cc1ccccc1)CCCC3	99	100	107	x	91	109	4.7*	95
Nc1nnc(C(=O)c2cnc3n(c2=O)CCCCC3)s1	101	101	102	110	95	101	86	104
O=C(O)CCC(=O)c1ccc2ccccc2c1	106	x	103	122	99	104	x	116
O=C(O)C(Nc1ccc2nc3n(c(=O)c2c1)CCC3)c1ccc(F)cc1 (centres undefined)	105	105	122	109	98	117	92	104
O=C(NC1=CC(=O)c2ccccc2C1=O)c1ccccc1	2.6*	40	53	-30*	29	32	-48*	35
COc1cc2nc(NC3CCCC3)nc(NC3CCN(C(C)C)CC3)c2cc1OC	87	81	72	82	97	x	79	18
Cc1ccc(NC(=O)NNC(=O)/C=C/c2cn(-c3ccccc3)nc2-c2ccc(Cl)cc2)cc1	106	95	110	98	97	107	85	101
COc1ccc(-c2csc(/N=C3\C(=O)Nc4ccc(C)cc43)n2)cc1	107	102	92	99	104	104	85	96
O=C(OCc1ccc2c(c1)OCO2)c1ccc(Cl)cc1	92	93	98	95	95	89	88	120
CCCCC/C=C/C(C)=C/C1CC(C)C/C=C/CCC(O)C(OC(N)=O)CCC(C)CC(O)C(C)C(=O)O1 (centres undefined)	73	78	100	87	97	111	64	110
O=C1N/C(=N/O)S/C1=C/c1cn(-c2ccccc2)nc1-c1ccccc1	100	84	108	77	96	78	57	96
COc1ccc(C2CC(c3ccc(Nc4ccnc5cc(Cl)ccc45)cc3)=NN2C(C)=O)cc1 (centres undefined)	55	81	x	74	76	101	65	73
O=C1COc2ccccc2C(=O)N1CCCCNc1ccc(S(=O)(=O)Nc2ncccn2)cc1	111	80	x	102	96	76	96	112
CC1(C)CC[C@]23CC[C@]4(C)[C@H](CC[C@@H]5[C@H]6C[C@]7(Nc8ccccc8C7=O)C(C)(C)[C@@H]6CC[C@]54C)[C@H]2C1OC3=O	96	95	103	108	100	94	87	108
Cc1ccccc1C(c1ccccc1Cl)N(C)C (centres undefined)	102	97	117	97	94	109	80	111
CCOC(=O)CCC1(C(=O)OCC)Oc2ccc(Cl)cc2C1=O (centres undefined)	108	92	118	100	103	107	90	102
NNC(=O)c1ccc([N+](=O)[O-])cc1	113	106	111	107	103	109	95	122
Cc1cc2nc3c4ccccc4n(CCNCCN(C)C)c3nc2cc1C	11	20	55	20	25	69	-17*	-35*
CCCCC(=O)N(c1ccc(Nc2c3ccccc3nc3cc([N+](=O)[O-])ccc23)cc1)S(C)(=O)=O	43	74	96	49	69	80	37	76
Cc1nn(-c2ccccc2)c2c1N=c1s/c(=C\c3cn(-c4ccccc4)nc3-c3ccc(Cl)cc3)c(=O)n1C(C)N2 (centres undefined)	84	77	152	x	92	102	70	114
CCCC/C(=N\N=C(N)N)c1ccc(F)cc1	44	27	51	45	38	14	45	-5.7*
N=C(N)N1CCc2ccccc2C1	101	112&87	110&106	102	100&91	107&101	87&83	121&97
CCCc1cc(=O)[nH]c2nncn12	105	89	100	100	103	97	85	107
O[C@@H]1Cc2cc(Cl)ccc2N[C@H](c2cccs2)C1	98	109	118	101	110	108	92	110
Cc1c2c(cc[n+]1Cc1ccccc1)c1ccc(OCc3ccccc3)cc1n2Cc1ccccc1	8.5*	-87*	12	-65*	-87*	7.7*	-18*	x
C/C=C/C(=O)N(CC)c1ccccc1	115	94	109	113	102	106	91	104
COc1ccc(-c2nc(SCc3nc4ccccc4[nH]3)nc(NCCO)c2C#N)cc1	87	95	114	85	84	90	68	99
O=C(O)c1cccc2cnccc12	103	99	111	105	103	108	77	97
Cc1ccc(/C=C(\C(=O)NNS(=O)(=O)c2ccc(C)cc2)c2nc3ccccc3s2)cc1	106	102	127	90	100	114	79	110
Cc1ccc(C2=CCCCC2)cc1	104	105	126	120	102	115	95	99
COc1ccc(Nc2cc(=S)nc(N)[nH]2)cc1	115	112	129	114	89	106	80	122
O=NN(C(=O)Nc1ccccc1)c1ccccc1	107	99	101	69	104	101	57	116
COc1ccc(-n2cc(-c3ccccc3)c3c(SCC(=O)N/N=C/c4ccc([N+](=O)[O-])cc4)ncnc32)cc1	105	95	108	108	102	109	79	113
COc1ccc2nc(NC(=O)/C(=C/c3ccc4c(c3)OCO4)c3ccc(OC)c(OC)c3)sc2c1	110	x	107	108	114	108	74	106
NNC(=O)COc1ccc(-c2nc3ccc([N+](=O)[O-])cc3[nH]2)cc1	94	103	127	84	92	89	71	104
COc1cc(O)ccc1C1=CC(=O)OC1Cc1ccc(O)cc1 (centres undefined)	102	87	89	100	100	91	81	92
O=C(/C=C/c1ccco1)c1cccc(Nc2nc(Nc3ccccc3)nc(Nc3ccccc3)n2)c1	96	44	141	x	99	91	x	35
O=C(c1ccc(Cl)cc1)C1[C@H](c2ccccc2Br)[C@@H](c2ccccc2)NC12C(=O)Nc1ccc(Cl)cc12 (some centres undefined)	9.9*	18	43	18	-59*	43	17	-34*
C=CCO[C@H]1CO[C@H]2[C@@H]1OC[C@@H]2Oc1ccc(Nc2ccnc(Nc3ccc(O[C@H]4CO[C@H]5[C@@H]4OC[C@@H]5OCC=C)c(Cl)c3)n2)cc1Cl	14	-88*	-54*	-94*	-95*	115	-91*	x
CN(C)CCOc1ccccc1Cc1ccc(Br)cc1	97	87	96	88	98	92	67	83
N#Cc1c(-c2ccccc2)[nH]c(=S)n(N=O)c1=O	101	114	184	133	107	107	104	114
Cc1ncoc1C(=O)O	116	101	105	109	98	108	81	110
CC1(C)CC(=O)C2=C(C1)N(c1ccc(F)cc1F)C(N)=C(C#N)C2c1ccc(Br)cc1 (centres undefined)	107	107	114	102	100	116	83	107
CCN1C2CCC1/C(=C\c1ccc(OC)cc1)C1=C2[C@@H](c2ccc(OC)cc2)C(C#N)=C(N)O1 (some centres undefined)	90	89	85	88	98	92	63	103
C(=N\c1nc(NCc2ccccc2)[nH]c1-c1ccccc1)/c1ccccc1	108	103	104	109	96	150	93	119
CCOC(=O)/C=C1\SC(=Nc2ccc(C#N)cc2)N(CCN2C(=O)/C(=C/C(=O)OCC)SC2=Nc2ccc(C#N)cc2)C1=O	79	48	87	24	24	85	57	50
COC1NC(Cl)=C(C#N)C(C#N)(C#N)C1(C)C (centres undefined)	105	87	113	-21*	104	113	86	3.2*
Following part.
SMILES	ACHN	786-0	TK-10	IGROV1	SN12C	SK-OV-3	UO-31	RXF 393
O=C(NCc1ccc(F)cc1)C1=NOC(Cc2noc(-c3ccc(F)cc3)n2)C1 (centres undefined)	108	96	108	108	99	104	81	118
COc1cccc(CC(=O)O)c1OC	121	104	105	117	101	102	93	113
COC(=O)C1CCC(NNC(=O)c2ccncc2)=N1 (centres undefined)	102	115	104	105	102	105	95	122
COc1cc2ncnc(Nc3ccc(S(=O)(=O)Nc4nccs4)cc3)c2cc1OCCCN1CCCC1	108	105	123	110	100	99	85	99
CC(=O)N1[Se][C@@H]2[C@H]([Se]1)[C@@H](NC(=O)c1ccc(Br)cc1F)C(=O)CC1=CC(C)(O)C=C(CC(=O)[C@H]2NC(=O)c2ccc(Br)cc2F)O1 (some centres undefined)	106	98	136	19	130	124	81	x
C[C@H]1[C@H](C)CC[C@]2(C(=O)OCCCC[P+](c3ccccc3)(c3ccccc3)c3ccccc3)CC[C@]3(C)C(=CC[C@@H]4[C@@]5(C)CC[C@H](OC(=O)C(Cl)Cl)C(C)(C)[C@@H]5CC[C@]43C)[C@H]12	-80*	-84*	-77*	-52*	-81*	-15*	-94*	-91*
O=C1CCN(C(=O)Cc2ccccc2)c2ccccc21	102	103	x	x	112	108	x	103
CCOP(=O)(OCC)OC[C@]12CCC(C)(C)CC1C1=CC[C@@H]3[C@@]4(C)CCCNC(C)(C)[C@@H]4CC[C@@]3(C)[C@]1(C)CC2 (some centres undefined)	84	69	90	44	81	112	58	64
c1n[nH]cc1-c1nc2ccc3[nH]ncc3c2c2c1CC1(CCOCC1)CC2	22	48	29	61	29	-0.5*	55	-16*
Cc1ccccc1N1CCN(C(=S)c2ccc3c(c2)OCO3)CC1	105	123	104	89	102	100	80	100
N#CN1CC[C@H](C(=O)Nc2ncc(-c3ccccc3)s2)C1	4.7*	3.6*	-31*	11	x	5.2*	7.5*	-45*
COc1ccc(N)c(S)c1	98	107	105	95	94	85	79	111
Cc1ccccc1-n1nnc(C(=O)Nc2ccc3ccccc3n2)c1C	84	87	77	98	82	x	74	94
Cc1cc(C)c(C(=O)Cc2ccccc2)c(C)c1	100	100	113	109	98	96	89	97
Cc1ccc(/C=C2\C(=O)N(C)c3ccccc32)s1	91	104	120	59	90	92	67	100
O=C(Nc1ccccc1C1=NCC(CO)O1)c1ccc(C(F)(F)F)cc1 (centres undefined)	104	88	87	108	96	95	100	122
CC(=O)OCCc1ccc(CCc2ccccc2)cc1	103	x	107	109	103	97	x	110
COC(=O)/C=C1\CCC(C(=O)NCc2ccc(Cl)cc2Cl)N1C (centres undefined)	103	106	91	101	104	103	87	119
COC(=O)Nc1ccc2c(c1)Cc1cc(NC(=O)OC)ccc1-2	106	108	94	98	100	105	98	110
O=C(Cn1cc(COc2ccc([N+](=O)[O-])cc2)nn1)Nc1nc2ccccc2s1	98	102	98	99	99	95	74	115
Cc1ccc(NC(=O)/C=C/c2ccccc2)c(C(N)=O)c1	58	61	93	91	53	2.6*	47	-9.7*
C=C1C(=O)O[C@H]2[C@H]1CC/C(CNC(=O)CCc1ccc(OC)cc1)=C\CC[C@@]1(C)O[C@@H]21	32	34	34	62	36	103	53	45
COc1ccc(-c2nc3c(c(-c4ccc(Cl)cc4)nn3-c3ccccc3)c(-c3ccccc3)c2C#N)cc1	107	108	120	111	105	122	101	134
CCCCC1(c2ccc(O)cc2)NC(=O)NC1=O (centres undefined)	104	102	92	92	87	109	88	125
O=C1OC(=O)c2ccccc2C1=O	107	106	97	117	110	106	97	117
COc1ccc(C(=O)C(=O)c2ccc(OC)cc2)cc1	93	95	105	91	100	98	87	130
CC(=O)c1sc2nc(-c3cnccn3)cc(-c3cccs3)c2c1N	89	108	108	87	92	106	82	101
CS(=O)(=O)c1ccc(-n2cc(/C=C/C(=O)c3ccc(NC(=O)CO[N+](=O)[O-])cc3)c(-c3ccccc3)n2)cc1	99	105	139	120	115	142	129	126

2 of these compounds in another layout:
Cc1ccc(NC(=O)/C=C/c2ccccc2)c(C(N)=O)c1
- ACHN: 58
- 786-0: 61
- TK-10: 93
- IGROV1: 91
- SN12C: 53
- SK-OV-3: 2.6*
- UO-31: 47
- RXF 393: -9.7*
C=C1C(=O)O[C@H]2[C@H]1CC/C(CNC(=O)CCc1ccc(OC)cc1)=C\CC[C@@]1(C)O[C@@H]21
- ACHN: 32
- 786-0: 34
- TK-10: 34
- IGROV1: 62
- SN12C: 36
- SK-OV-3: 103
- UO-31: 53
- RXF 393: 45

Molecules from the list above that have an NH in an aromatic ring (9):
SMILES	ACHN	786-0	TK-10	IGROV1	SN12C	SK-OV-3	UO-31	RXF 393
Cc1ccc(NC(=O)N=c2oc3c(C)cccc3cc2-c2cc3ccccc3[nH]2)cc1	99	95	167	66	96	88	70	115
Cc1[nH][nH]c(=O)c1N=Nc1ccc(S(=O)(=O)N=C(N)N)cc1	86	89	79	111	96	131	96	98
CCCc1cc(=O)[nH]c2nncn12	105	89	100	100	103	97	85	107
COc1ccc(-c2nc(SCc3nc4ccccc4[nH]3)nc(NCCO)c2C#N)cc1	87	95	114	85	84	90	68	99
COc1ccc(Nc2cc(=S)nc(N)[nH]2)cc1	115	112	129	114	89	106	80	122
NNC(=O)COc1ccc(-c2nc3ccc([N+](=O)[O-])cc3[nH]2)cc1	94	103	127	84	92	89	71	104
N#Cc1c(-c2ccccc2)[nH]c(=S)n(N=O)c1=O	101	114	184	133	107	107	104	114
C(=N\c1nc(NCc2ccccc2)[nH]c1-c1ccccc1)/c1ccccc1	108	103	104	109	96	150	93	119
c1n[nH]cc1-c1nc2ccc3[nH]ncc3c2c2c1CC1(CCOCC1)CC2	22	48	29	61	29	-0.5*	55	-16*
